Assay outcomes (PubChem BioAssay)
CHRM5 agonist = agonists of human muscarinic M5 receptor (CHRM5) | AID 624037 | activation, % at 3 µM | CHO-K1 hM5 cells, Fluo-8 calcium fluorescence; 0% DMSO wells, 100% maximal acetylcholine response | hit rate 0.19% among 360,000 | P08912;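 active = activation above the run's mean over test compounds plus 3 SD, cut at about 23% in these data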;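 note: signal is peak over basal fluorescence ratio across the kinetic read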
Target sequence (P08912 whole entry, looked up): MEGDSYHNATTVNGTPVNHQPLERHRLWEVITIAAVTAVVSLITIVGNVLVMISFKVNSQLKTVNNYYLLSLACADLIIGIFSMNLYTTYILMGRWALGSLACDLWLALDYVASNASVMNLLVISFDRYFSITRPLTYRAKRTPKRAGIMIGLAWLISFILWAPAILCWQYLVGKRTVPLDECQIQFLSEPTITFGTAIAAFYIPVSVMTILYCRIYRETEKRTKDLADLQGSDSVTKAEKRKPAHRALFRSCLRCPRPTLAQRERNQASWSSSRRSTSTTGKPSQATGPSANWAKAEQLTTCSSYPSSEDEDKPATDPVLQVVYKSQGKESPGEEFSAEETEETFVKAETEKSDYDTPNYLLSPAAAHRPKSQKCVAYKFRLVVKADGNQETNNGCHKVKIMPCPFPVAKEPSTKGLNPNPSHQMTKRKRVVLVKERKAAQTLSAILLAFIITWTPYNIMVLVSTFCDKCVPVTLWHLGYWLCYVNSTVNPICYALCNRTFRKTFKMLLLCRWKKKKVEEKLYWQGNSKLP
CRFBP-R2 agonist = agonists of human CRF-binding protein/CRF-R2 receptor complex; hit rate 0.46% among 350,000; AID 588473; HEK293 CRF-R2/CRF-BP, calcium dye fluorescence (FLIPR); percent of saturating CRF peptide response; activation, % at 13.2 µM;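 active = activation of at least 50%, plus an integration ratio under a set limit after plate pattern correction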;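 note: plate controls were neutral control wells without compound for no effect and CRF at EC100 for full effect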
CHRM5 PAM = CHRM5 positive allosteric modulation. P08912. CHO-K1 hM5, Fluo-8 calcium, ACh EC20 PAM; 0% = ACh EC20, 100% = ACh EC100. activation, % at 3 µM. hit rate 0.3% among 360,000. AID 624038;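 active = activation above the run cutoff, the mean activation of all test compounds plus 3 SD, cut at about 18% in these data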
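Replicates: One well per compound, no replicates | System: Human M5 receptor in CHO-K1 cells | Benchmarks: Low control EC20 acetylcholine (0%), high control EC100 acetylcholine (100%) | Probe or stimulus: Acetylcholine, EC20 level | Times: Fluo-8 loading 80 min at 37 °C plus 30 min room temperature | Signal: Intracellular calcium via Fluo-8 fluorescence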
CRFBP-R2 block = blocks CRF-induced signaling of the CRF-BP/CRF-R2 complex; inhibition, % at 11.8 µM; HEK293 CRF-R2/CRF-BP, CRF-induced calcium fluorescence; hit rate 0.59% among 350,000;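 active = inhibition of the ligand-induced calcium signal above about 50% at the single tested concentration, limit read from the data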
CHRM4 PAM = positive allosteric modulators of human muscarinic M4 receptor. hit rate 0.4% among 360,000. AID 624126. activation, % at 3 µM. P08173. CHO-K1 hM4/Gqi5, Fluo-8 calcium fluorescence, ACh EC20; 0% = ACh EC20, 100% = maximal ACh;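 active = activation above its plate's cutoff, the mean activation of sample wells plus 3 SD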; note: some results filed as inactive read as strong as hits
M5 antag = CHRM5 antagonism in calcium assay; P08912; CHO-hM5 cells, Fluo-8 calcium fluorescence, ACh EC80; inhibition, % at 3 µM; hit rate 0.59% among 360,000; AID 624040;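 active = inhibition above a per-plate cutoff, the mean of that plate's test compounds plus 3 SD, cut at about 27% in these data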;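 note: 0% = acetylcholine EC80 with DMSO and 100% = DMSO without agonist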
TAAR1 antag = human TAAR1 antagonism; Q96RJ0; inhibition, % at 3 µM; hit rate 1.5% among 360,000; CHO RD-HGA16 TAAR1, Fluo-8 calcium fluorescence, antagonist;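 active = inhibition above a per-plate cutoff, the mean inhibition of test compounds on that plate plus 3 SD, cut at about 49% in these data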;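 note: 0% = DMSO plus EC80 beta-PEA response and 100% = DMSO alone without agonist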
Target sequence (Q96RJ0 whole entry, looked up): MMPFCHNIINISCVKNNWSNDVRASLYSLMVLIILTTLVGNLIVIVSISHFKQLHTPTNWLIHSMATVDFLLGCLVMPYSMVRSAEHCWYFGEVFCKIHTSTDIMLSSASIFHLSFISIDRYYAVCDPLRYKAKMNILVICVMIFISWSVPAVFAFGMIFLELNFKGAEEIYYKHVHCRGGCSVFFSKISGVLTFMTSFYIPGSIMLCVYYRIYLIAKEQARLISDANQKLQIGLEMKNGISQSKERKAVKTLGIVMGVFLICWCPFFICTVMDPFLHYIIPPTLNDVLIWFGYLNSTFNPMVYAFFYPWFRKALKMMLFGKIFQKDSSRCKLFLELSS
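Assay system: CHO-derived RD-HGA16 cells stably expressing human TAAR1 plus Gα16. Timing: 140 s kinetic read after compound, 140 s after agonist. Technique: kinetic Fluo-8 calcium fluorescence measurement. Measure: % inhibition of agonist calcium response.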
TAAR1 ag = agonists of human TAAR1; hit rate 0.99% among 360,000; CHO RD-HGA16 TAAR1, Fluo-8 calcium fluorescence; vehicle wells 0%, saturating PEA agonist 100%; activation, % at 3 µM; AID 624467;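 active = activation above the mean activation of all test compounds in the run plus 3 SD, cut at about 38% in these data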
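Test system: RD-HGA16 (CHO) cells co-expressing Gα16 and hTAAR1 | Doses: Single dose, 3 µM | Schedule: 17-24 h seeding, 75 min 37 °C dye, 30 min RT | Evaluation: % activation from peak over basal fluorescence ratio, DMSO-to-PEA scaled | Technique: Kinetic Fluo-8 calcium fluorescence | Benchmarks: Low control DMSO, high control PEA (EC100)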
CHO-K1 Ca PAM = nonselective activator or artifact in parental CHO-K1 calcium assay | ATP EC20, Fluo-8 calcium fluorescence; 0% at ATP EC20, 100% at ATP max | activation, % at 3 µM | hit rate 0.02% among 360,000 | AID 602247;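 active = activation above the run cutoff, the mean activation of all test compounds plus 3 SD, cut at about 40% in these data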;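 note: peak over basal fluorescence ratio in a 140 s read after ATP addition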
* marks the source's active call; other numbers are inactive results; . = no result given.

SMILES	CHRM5 agonist	CRFBP-R2 agonist	CHRM5 PAM	CRFBP-R2 block	CHRM4 PAM	M5 antag	TAAR1 antag	TAAR1 ag	CHO-K1 Ca PAM
O=C(COc1ccc(Cl)cc1)N1CCN(Cc2ccc([N+](=O)[O-])cc2)CC1	0	1.2	-5	30	-5	-4	20	3	3
Cc1ccc(S(=O)(=O)NCC2CCC(C(=O)N3CCC4(CC3)OCCO4)CC2)cc1 (configuration not stated)	4	0.8	5	14	13	1	4	6	10
O=C(O)CCC(=O)NCCC1=c2ccccc2=N/C1=C\c1c(O)n(Cc2ccc(F)cc2)c(=S)[nH]c1=O	-9	0.1	2	-7	-1	5	1	-1	11
COC(=O)C1=C(c2ccc(-c3ccccc3)c(F)c2)C[C@@H]2CC[C@H]1N2C(=O)NC1CCCCC1	0	2.0	-3	9	3	12	-3	8	9
O=c1[nH]c(=O)n(Cc2ccccc2)c(O)c1C=NCCCn1ccnc1	-4	-1.6	8	13	13	-10	16	14	14
CCCCCCN=Cc1c(O)n(C)c(=O)n(C)c1=O	0	-4.2	-3	10	6	3	-5	4	8
Cc1cccc(N=Nc2ccc(N(C)C)cc2)c1	1	0.5	9	6	0	-17	-12	0	4
CC/C(=N\Nc1ccccc1)c1c(O)n(C)c(=O)n(C)c1=O	1	-0.6	3	6	9	5	21	5	9
CC(=NCCN1CCCCC1)c1c(O)[nH]c(=O)[nH]c1=O	-1	-0.6	4	-12	13	-4	2	2	-2
COC(=O)C1=C(c2ccc(OCc3ccccc3)cc2)C[C@@H]2CC[C@H]1N2C(=O)NCc1cccc(F)c1	-1	0.0	-4	18	-6	8	-9	10	10
O=c1c2ccccc2nc(/C=C/c2ccccc2F)n1-c1ccccc1O	1	3.9	-4	-12	-4	5	34	7	-1
CC1(C(=O)O)CC12c1ccccc1-c1ccccc12 (configuration not stated)	1	-3.1	9	14	4	-7	-16	1	-21
O=c1cccc2n1CC1CC2CN(C(c2ccccc2)c2sc3ncnn3c2O)C1 (configuration not stated)	2	-4.2	2	24	3	0	-3	0	0
CCOC(=O)[C@]1(C#N)[C@@H]2C=CC(C(C)=O)=CN2[C@@H](C(N)=O)[C@@H]1c1ccsc1	-3	3.0	5	-3	-2	0	4	12	17
COc1cccc(C(c2nnnn2Cc2ccccc2)N2CCC3(CC2)C(=O)NCN3c2ccccc2)c1OC (configuration not stated)	5	.	-15	.	-9	19	54*	8	19
O=C1NC(=O)N(c2ccccc2F)C(=O)/C1=C/c1ccc(Oc2ccc([N+](=O)[O-])cn2)cc1	-3	1.0	2	-2	0	0	12	7	13
COC(=O)[C@@H]1C(OC(=O)c2ccccc2)CC2CCC1N2C (some centres not stated)	-7	-0.6	-4	-2	-3	0	-11	1	13
COc1ccc(-c2nn(CCC#N)cc2C(=O)Nc2ccc(C(C)=O)cc2)cc1[N+](=O)[O-]	1	-0.6	-1	-2	0	6	4	3	9
N=c1c[n+](C2CCCCC2)[n-]o1	1	1.0	1	-9	-3	10	-8	2	1
COc1cccc(N=Cc2c(O)n(Cc3ccco3)c(=O)[nH]c2=O)c1	-1	1.3	1	-18	-3	-2	3	4	10
CC(C)(C)n1cc(C(=O)c2ccccc2OCCCF)cn1	-4	-1.0	-8	4	-7	7	8	0	7
CCC(=Nc1ccccc1NC(C)=O)c1c(O)n(C)c(=O)n(C)c1=O	0	1.3	0	-2	-4	6	2	4	10
C=CCN(CC=C)C(=O)CCN1CC1C (configuration not stated)	0	-1.5	-5	21	-4	13	1	2	15
COc1ccc(NC(=S)NC(NC(=O)CF)C(Cl)(Cl)Cl)cc1[N+](=O)[O-] (configuration not stated)	3	3.0	-1	-6	1	4	0	2	10
CC1CN1P1(=O)OCC(C)([N+](=O)[O-])CO1 (configuration not stated)	-1	2.1	-1	6	0	9	-11	3	-23
CCC1(CC(C)c2ccccc2)C(=O)NC(=O)NC1=O (configuration not stated)	3	-2.5	-6	12	-3	10	-7	1	-6
O=C(c1cccc2ccccc12)C1CCCN(Cc2ccon2)C1 (configuration not stated)	1	-0.6	14	-4	3	2	-17	-1	8
CN(C)P(=O)(NC(=O)c1cccn1C)N(C)C	-2	4.5	7	107*	5	-16	-6	8	14
Cc1ccc(-n2nc(C)cc2NC(=O)COc2cc(C)cc3oc(=O)c4c(c23)CCC4)cc1	1	-1.1	5	12	2	0	0	10	-1
CC1CCCCN1CC(O)c1c[nH]c2ccccc12 (configuration not stated)	-4	-0.8	4	8	3	5	-24	2	25

Results in CHRM4 PAM, for some of the entries so far:
Compound,CHRM4 PAM
CC1CCCCN1CC(O)c1c[nH]c2ccccc12 (configuration not stated),3
COc1ccc(NC(=S)NC(NC(=O)CF)C(Cl)(Cl)Cl)cc1[N+](=O)[O-] (configuration not stated),1

Further compounds:
SMILES	CHRM5 agonist	CRFBP-R2 agonist	CHRM5 PAM	CRFBP-R2 block	CHRM4 PAM	M5 antag	TAAR1 antag	TAAR1 ag	CHO-K1 Ca PAM
Nc1cc2nc3ccccc3nc2cc1N	5	6.8	-5	-8	-5	7	-17	0	12
O=c1[nH]c(=S)[nH]c(O)c1N=Nc1cc2c(cc1[N+](=O)[O-])OCO2	-4	-1.1	6	13	6	4	-13	12	24
COc1ccc(-c2nn(CCC#N)cc2C(=O)NCc2ccccc2)cc1[N+](=O)[O-]	-3	-0.5	0	-6	-1	9	0	2	16
CN(C(=O)Cc1ccc(Cl)c(Cl)c1)C(CN1CCCC1)c1cccc(OCC(=O)O)c1 (configuration not stated)	1	-0.6	-1	7	5	0	-2	-1	13
c1cc2c(cc1CCNC1CCCCCC1)OCO2	-8	0.9	1	-9	-11	-5	-6	4	16
Cc1ccc(Cn2nnnc2CN2CCC(n3nnc4cc(C)ccc43)CC2)cc1	-2	3.4	-16	31	-11	5	-7	7	12
Cc1ccc2c(c1)CNc1ccccc1O2	-8	-2.1	-4	-2	2	-1	-4	0	13
COc1ccc(C2c3c(nc(C)[nH]c3=O)Oc3c2c(=O)oc2ccccc32)cc1 (configuration not stated)	.	0.1	.	21	.	.	-33	1	.
CCOP(=O)(OCC)C(NC(=O)C(C)C)C(Cl)(Cl)Cl (configuration not stated)	-9	1.5	11	5	6	-10	14	7	25
CC(=NCCN(C)C)c1c(O)n(Cc2ccccc2)c(=O)[nH]c1=O	-4	0.0	-7	-17	-1	22	-5	10	12
O=c1c2ccccc2nc(-c2ccoc2)n1-c1ccccc1Cl	2	-4.1	-3	-13	-5	9	6	0	-8
CN1CCc2cc3c(c4c2C1Cc1ccccc1-4)OCO3 (configuration not stated)	-3	11	-7	7	0	7	-23	0	1
CCOc1ccc(NC(=O)N2C[C@H]3C[C@@H](C2)c2cccc(=O)n2C3)cc1	2	-0.9	-4	1	-2	2	-16	4	0
COc1ccc(C2SCC(=O)Nc3c2c(=O)[nH]n3C2CCCCCC2)cc1 (configuration not stated)	-1	-1.5	3	14	29	-7	-13	-2	6
Cc1ccc2nc3c(cc2c1)CC1(C(=O)N(C)C(=O)N(C)C1=O)C1CCCCN31 (configuration not stated)	-4	-0.1	2	2	0	-1	-6	4	19

Random excerpt: 2 records from the list
SMILES	CHRM5 agonist	CRFBP-R2 agonist	CHRM5 PAM	CRFBP-R2 block	CHRM4 PAM	M5 antag	TAAR1 antag	TAAR1 ag	CHO-K1 Ca PAM
O=c1[nH]c(=S)[nH]c(O)c1N=Nc1cc2c(cc1[N+](=O)[O-])OCO2	-4	-1.1	6	13	6	4	-13	12	24
CCOC(=O)[C@]1(C#N)[C@@H]2C=CC(C(C)=O)=CN2[C@@H](C(N)=O)[C@@H]1c1ccsc1	-3	3.0	5	-3	-2	0	4	12	17

Next results:
SMILES	CHRM5 agonist	CRFBP-R2 agonist	CHRM5 PAM	CRFBP-R2 block	CHRM4 PAM	M5 antag	TAAR1 antag	TAAR1 ag	CHO-K1 Ca PAM
COC(=O)C1=C(c2ccc(F)cc2OCc2ccccc2)C[C@@H]2CC[C@H]1N2C(=O)NCc1ccc(F)cc1	-6	2.4	-14	12	-13	11	42	9	16
Cc1ccc(N)c(C)c1	1	-1.8	-2	4	9	1	0	0	-6
Cc1cc(C)c(C)c(C(O)(C(=O)O)c2ccccc2)c1 (configuration not stated)	-1	1.1	1	-13	-3	1	-10	2	23
COc1ccc2[nH]c3c(c2c1)CCN[C@H]3C	-4	0.3	4	0	2	1	-11	1	15
Cc1ccc(N)c(C(=O)c2ccccc2)c1	-3	-1.9	-5	17	10	13	2	15	-3
Cc1cccc(N2C(=O)/C(=C/c3ccc(CN(CCC#N)S(C)(=O)=O)o3)C(=O)NC2=S)c1	-1	2.0	-3	17	-1	4	-10	5	13
CCC(CC)NCc1c[nH]c2ccccc12	-2	0.9	-3	-6	-4	-7	4	9	17
CSc1ccccc1NP1(=O)OCC(C)([N+](=O)[O-])CO1 (configuration not stated)	1	-2.6	-3	37	5	-1	-1	0	18
COC(=O)C1=C(c2cc3ccccc3o2)C[C@@H]2CC[C@H]1N2C(=O)N1CCOCC1	3	0.6	0	0	4	10	13	8	7
Nc1ccccc1C(=O)OCC(=O)Nc1ccc(Br)cc1F	-4	0.6	-3	14	-1	0	15	1	9
CC(C)OC(=O)Cc1ccccc1	1	-2.6	-2	2	7	1	4	0	2
CC(=O)[C@H]1CC[C@H]2[C@@H]3CC[C@H]4C[C@H](O)CC[C@]4(C)[C@H]3C(=O)C[C@]12C	3	0.2	-7	-26	-5	1	15	2	1
Fc1ccccc1N1CCN(Cc2ccc3c(c2)OCO3)CC1	-5	-0.7	5	15	-7	-5	-20	3	-8
Cc1ccc(S(=O)(=O)N(C)N=O)cc1	3	-0.7	-4	10	-2	5	-3	0	7
Cc1cccc(NC(=O)COC(=O)c2cc(C)n(C3CC3)c2C)c1	0	-0.7	0	-4	3	3	-7	1	-17
COc1cccc(C(=O)C2CCCN(Cc3ccccn3)C2)c1 (configuration not stated)	-6	1.6	3	14	0	-3	-11	0	8
COc1ccc(C2C(C(=O)N3CCC4(CC3)OCCO4)c3cc(OC)c(OC)cc3C(=O)N2C)cc1 (configuration not stated)	-3	1.1	9	-3	12	-8	4	2	-8
CCOC(=O)CNC(=O)N1Cc2cc(-c3ccc(OC)cc3)ccc2-n2nncc2C1	-2	.	-4	.	-3	-2	-2	3	6
CCOC(=O)[C@]12Cc3cc(OC)ccc3[C@H]1N(C(C)C)C(=O)c1cc(OC)ccc12	5	.	7	.	3	0	-44	-2	19
CCCc1[nH]nc2c1C1(C(=O)N(Cc3ccccc3)c3ccccc31)C(C(=O)OC)=C(N)O2 (configuration not stated)	-4	0.2	1	-5	10	-2	-5	8	8
CC[C@H](OC(C)=O)C(C[C@H](C)N(C)C)(c1ccccc1)c1ccccc1	-6	-0.6	-7	-7	3	4	-7	5	19
CC(=O)N(C1=NCCCS1)c1ccc(F)cc1	-6	-0.1	-6	30	2	16	-4	5	11
O=C(c1cccc(Cl)c1)C1CCCN(Cc2ccon2)C1 (configuration not stated)	-3	0.9	2	-6	-1	-5	3	1	16

Only part of the results is shown. The share of hits here may be higher or lower than overall.
